Source: PubChem BioAssay
Rab9 prom act: qHTS Assay for Rab9 Promoter Activators | Potency, µM (series often up to 9.22 µM), for the others: top-dose activation, negative = inhibition, actives largely listed as activators | Huh7 Rab9 promoter-luciferase reporter, luminescence, 24 h | 320,000 tested, 2.8% active; note: potency is the fitted concentration of half-maximal effect; % of control where 0% means no effect; nearly all actives have a fitted effect of over 60% in size
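Luminescence from Amplite-detected luciferase (10 minutes, ambient) reports Rab9 promoter activation. Before that, stable Rab9-luciferase Huh7 cells (1500/well, reduced-serum OP-MEM I plus 10% FBS) were exposed to compound for 24 hours at 37C.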
RORg inh: qHTS for inhibitors of ROR gamma transcriptional activity; 310,000 tested, 5.4% active; Drosophila S2 Gal4-RORgamma UAS-luciferase reporter, 20 h; Nuclear receptor ROR-gamma (Mus musculus), P51450; Potency, µM (highest dose often 53.6 µM), inactives show top-dose activity change, negative = inhibition, actives largely listed as inhibitors; note: potency is the fitted concentration of half-maximal effect; % is set by controls: 0 for no effect and ±100 for the full control effect; nearly all actives have a fitted effect of over 60% in size
Target sequence (P51450 whole entry, looked up, the tested form may be a part): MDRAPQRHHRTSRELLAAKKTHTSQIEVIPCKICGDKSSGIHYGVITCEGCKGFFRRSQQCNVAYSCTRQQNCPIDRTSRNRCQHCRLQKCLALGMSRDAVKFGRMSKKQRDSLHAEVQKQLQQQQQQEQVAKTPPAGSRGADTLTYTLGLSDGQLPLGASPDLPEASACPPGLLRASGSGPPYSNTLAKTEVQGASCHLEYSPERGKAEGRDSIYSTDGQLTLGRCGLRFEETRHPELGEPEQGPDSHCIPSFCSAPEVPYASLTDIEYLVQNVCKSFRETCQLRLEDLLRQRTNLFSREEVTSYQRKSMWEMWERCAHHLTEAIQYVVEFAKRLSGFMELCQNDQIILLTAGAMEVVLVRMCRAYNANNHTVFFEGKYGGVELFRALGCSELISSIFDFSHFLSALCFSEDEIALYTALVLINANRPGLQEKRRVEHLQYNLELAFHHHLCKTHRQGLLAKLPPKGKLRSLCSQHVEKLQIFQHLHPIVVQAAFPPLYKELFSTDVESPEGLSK
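Using a luciferase readout, inhibitors were identified by reduced reporter activity in Drosophila cells coexpressing a copper-inducible Gal4–ROR gamma fusion and UAS-driven Photinus luciferase, incubated 20 hr after 700 uM copper sulfate.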
BRCA1 expr act: qHTS Assay to Identify Small Molecule Activators of BRCA1 Expression; MCF7-BRCA1-FFLuc reporter, luminescence, 48 h; response scale: scaled: vehicle 0%, 10 µM genistein 100%; Potency, µM (series often up to 46.1 µM), for the others: top-dose activation, actives largely listed as activators; 380,000 tested, 1.1% active; AID 624202, 2012; note: potency is the fitted concentration of half-maximal effect; nearly all actives have a fitted effect of over 80% in size; some results filed as inactive show a strong effect at the top dose
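Reporter cells (MCF7, BRCA1 promoter-firefly luciferase) received library compounds across a concentration series for 48 h. End-point luminescence was measured and concentration-effect curves derived after normalization.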
Menin MLL FP TR: qHTS Assay for Inhibitors Targeting the Menin-MLL Interaction in MLL Related Leukemias: Competition With Texas Red Labeled MLL-derived Mutant Peptide | AID 1768, 2009 | 270,000 tested, 0.23% active | Potency, µM (titrated, usually from 61.6 µM), without a hit: at the top dose FP activity change, negative = inhibition, usual class: inhibitors | Menin + Texas Red MLL mutant peptide, fluorescence polarization; active = well fitted inhibition curve with a large enough effect in the polarisation, with a control signal flat, not every such curve was filed as active; inconclusive = small, poorly fitted or top-dose-only effect, or effect the other way, or a change in a side signal; inactive = no such curve, though single readings can be large or run the other way; the % refers to the polarisation; note: potency is the fitted concentration of half-maximal effect; % of control where 0% means no effect; many of its hits are not listed in these tables
Target sequence (O00255 whole entry, looked up): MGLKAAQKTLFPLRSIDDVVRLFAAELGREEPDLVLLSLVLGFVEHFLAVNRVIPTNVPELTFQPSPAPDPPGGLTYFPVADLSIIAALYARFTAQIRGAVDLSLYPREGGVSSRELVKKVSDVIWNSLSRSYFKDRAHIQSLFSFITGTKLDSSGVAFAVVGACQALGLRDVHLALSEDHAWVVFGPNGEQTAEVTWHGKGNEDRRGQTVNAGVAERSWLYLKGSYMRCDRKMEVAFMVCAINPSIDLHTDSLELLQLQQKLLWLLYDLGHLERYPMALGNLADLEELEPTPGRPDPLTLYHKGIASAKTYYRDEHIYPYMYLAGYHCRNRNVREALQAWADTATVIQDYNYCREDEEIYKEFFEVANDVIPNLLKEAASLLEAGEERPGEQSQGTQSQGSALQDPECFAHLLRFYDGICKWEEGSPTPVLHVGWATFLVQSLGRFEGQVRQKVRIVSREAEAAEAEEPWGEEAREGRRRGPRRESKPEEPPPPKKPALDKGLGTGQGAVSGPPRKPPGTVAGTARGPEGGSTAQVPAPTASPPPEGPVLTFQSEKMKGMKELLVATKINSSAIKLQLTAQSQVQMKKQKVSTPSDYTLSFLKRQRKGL
NPC1 promoter act: qHTS Assay for NPC1 Promoter Activators. Huh7 NPC1 promoter luciferase reporter, 24 h. Potency, µM (highest dose often 9.22 µM), for inactives: top-dose activation, actives largely listed as activators. 320,000 tested, 2.4% active. AID 485313, 2010;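 note: potency is the fitted concentration of half-maximal effect; % of control where 0% means no effect; nearly all actives have a fitted effect of over 60% in size; reporter is driven by a mutant NPC1 promoter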
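Huh7 cells stably carrying NPC1 promoter–luciferase, plated in Opti-MEM with 10% FBS for 2 h, were exposed to compound in DMSO for 24 h at 37 °C; luciferase reagent was added for 10 min and luminescence read.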
ELG1 genotoxic: qHTS screen for small molecules that induce genotoxicity in human embryonic kidney (HEK293T) cells expressing luciferase-tagged ELG1 | HEK293T ELG1-luciferase reporter, luminescence, 16 h | 330,000 tested, 1.3% active | Potency, µM (titrated, usually from 46 µM), without a hit: at the top dose activity change, positive = activation, most hits filed as activators | AID 504466, 2011; note: potency is the fitted concentration of half-maximal effect; % of control where 0% means no effect; nearly all actives have a fitted effect of over 60% in size
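Luminescence read-out: rising ELG1-luciferase signal, reflecting elevated ELG1 protein under genetic stress, flags genotoxic compounds. Cells were treated for 16 hr at 37 °C before ONE-Glo detection.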
Gal4-VP16 FLuc: VP16 counterscreen qHTS for inhibitors of ROR gamma transcriptional activity; Drosophila S2 Gal4-VP16 UAS-luciferase, luminescence, 20 h; 310,000 tested, 3.5% active; Potency, µM (top dose mostly 53.6 µM), without a hit: at the top dose activity, negative = inhibition, hits mostly inhibitors;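 note: Gal4-VP16 expression switched on by copper sulfate through the metallothionein promoter; potency is the fitted concentration of half-maximal effect; % is set by controls: 0 for no effect and ±100 for the full control effect; nearly all actives have a fitted effect of over 50% in size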
p53 reactivation: qHTS assay for re-activators of p53 using a Luc reporter | H1299 p53-A138V BP100-luciferase reporter, luminescence, 24 h | Potency, µM (titrated, usually from 92.2 µM), inactives show at the highest dose activity change, positive = activation, most hits filed as activators | 320,000 tested, 0.063% active; note: potency is the fitted concentration of half-maximal effect; % of control where 0% means no effect; nearly all actives have a fitted effect of over 45% in size
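H1299 (p53-null), stable ts p53-A138V + BP100-Luc; 1000 cells/well, Opti-MEM/10% FBS; cpd 4 pt, 1:5; 24 h, 37 deg C, 5% CO2; detection reagent 10 min RT; luminescence.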
PKM2 activator: qHTS Assay for Activators of Human Muscle isoform 2 Pyruvate Kinase | Potency, µM (titrated, usually from 57.5 µM), for the others: at the top dose activation, most hits filed as activators | purified PKM2, Kinase-Glo ATP luminescence, activation; response scale: 0% is enzyme alone, no compound | 260,000 tested, 0.34% active | AID 1631, 2009 | Pyruvate kinase PKM (Homo sapiens), P14618; note: potency is the fitted concentration of half-maximal effect; % is set by controls: 0 for no effect and ±100 for the full control effect; nearly all actives have a fitted effect of over 55% in size
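Purified hPK-M2 (>95% pure) converted ADP (0.1 mM final) to ATP with 0.5 mM PEP in 50 mM imidazole pH7.2, KCl, MgCl2, Tween 20, BSA; 1 h at room temperature. ATP detected by Kinase-Glo luminescence.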
Giardia kill: Small Molecules that selectively kill Giardia lamblia: qHTS; Giardia lamblia trophozoite viability; activity change, % at 7.66 µM, hits read low; 340,000 tested, 0.15% active; in the data active = activity change below about -80%; inconclusive = between about -30% and that limit;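 note: parasites exposed to compound for two days anaerobically before the ATP read; % is set by controls: 0 for no effect and ±100 for the full control effect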
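Trophozoite viability was measured as ATP-dependent luminescence, read 15-30 min after reagent addition. Before that, parasites at 100 cells/well were exposed to compounds for 48 h, anaerobically, at 37 deg C.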
FLuc modulator: qHTS profiling assay for firefly luciferase inhibitor/activator using purifed enzyme and Km concentrations of substrates (counterscreen for miR-21 project) | Luciferin 4-monooxygenase (Photinus pyralis), P08659 | 360,000 tested, 6.9% active | purified FLuc, Km substrates, luminescence inhibition | Potency, µM (top dose mostly 57.5 µM), inactives show at the highest dose activity change, negative = inhibition, usual class: inhibitors;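 note: potency is the fitted concentration of half-maximal effect; plate controls were vehicle for no effect and reference inhibitor for full effect; nearly all actives have a fitted effect of over 55% in size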
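Biochemical qHTS of compounds, final roughly 60 µM downward over six points, against 10 nM purified firefly luciferase using Km concentrations of substrates (10 uM D-luciferin, 10 uM ATP) in Tris acetate pH 7.5 buffer; luminescence output.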
Active calls of the source: *; ? = inconclusive; nt = no result given; [ ] = remark or other dose. Unless noted, calls come from the whole dose curve; as a rule, active = well fitted curve in the direction sought with a large enough effect; inconclusive = small, poorly fitted or top-dose-only effect, or another doubt; inactive = no such curve, though single readings can be large; an effect the other way counts as inactive or inconclusive. A portion of the library, so the mix of outcomes need not match the whole.

Molecule	Rab9 prom act	RORg inh	BRCA1 expr act	Menin MLL FP TR	NPC1 promoter act	ELG1 genotoxic	Gal4-VP16 FLuc	p53 reactivation	PKM2 activator	Giardia kill	FLuc modulator
Oc1ccc(C[C@@H]2CNCCN2CCCCC2CCCCC2)cc1	-1%	nt	0%	nt	-3%	1%	nt	-4%	nt	?	0%
CCOC(=O)n1c(=O)[nH]c2ccc(Br)cc21	0%	-4%	-9%	-11%	-3%	0%	-3%	2%	0%	-2	-17%
NC(=O)c1ccc(N=C2C(=O)Nc3ccc([N+](=O)[O-])cc32)cc1	0%	-9%	-7%	0%	-9%	0%	?	-10%	-1%	-6	?
CCOC(=O)Cc1nn[nH]n1	-4%	-7%	22%	14%	0%	1%	1%	4%	1%	5	1%
COc1ccc(-c2coc3cc(O)cc(O)c3c2=O)cc1OC	24%	2%	83%	nt	22%	?	-3%	8%	5%	-9	?
CCOC(=O)c1c(NC(=S)N2CCOCC2)sc(C)c1C	1%	1%	-10%	nt	-5%	-1%	0%	-2%	-2%	-4	2%
COC(=O)c1ccsc1-n1cc(C#N)c(=O)n(C)c1=O	18%	1%	-31%	-15%	-3%	0%	3%	-2%	1%	-10	-2%
COc1ccc(Br)cc1[C@H]1[C@H]2C=CC[C@@H](C)[C@@H]2C(=O)N1Cc1ccccc1	-8%	6%	-44%	nt	-4%	6%	-9%	5%	9%	4	4%
O=C(Cc1cccc2ccccc12)NCC1CCCO1 (centres undefined)	-9%	-2%	0%	13%	0%	5%	4%	-18%	0%	-1	6%
Cc1nc([N+](=O)[O-])c(C(=O)OCc2cccc(Br)c2)n1C	1%	19%	-4%	7%	-1%	12%	15%	9%	0%	-1	0%
Cc1ccn2c(NC(=O)C(C)(C)Oc3ccc(Cl)cc3)c(-c3cccs3)nc2c1	-4%	9%[10 µM]	-38%	-10%	0%	-8%	5%	1%	7%	-6	?
O=C(NC1CCCCC1)C1CCN(S(=O)(=O)c2cccs2)CC1	3%	1%	-3%	6%	-4%	-1%	3%	10%	1%	-1	0%
Cc1ccc(S(=O)(=O)N2CCN(c3ccccc3)CC2)c(C)c1	2%	?	0%	-11%	5%	-7%	0%	10%	-1%	-6	-8%
CCc1nc(N)c(C#N)c(-c2ccco2)c1C	-4%	14%	-2%	2%	-3%	1%	0%	-4%	-1%	-9	2%
CCN(Cc1nc(-c2ccc(OC)c(OC)c2)no1)C(=O)c1ccc2c(c1)OCO2	2%	9%	-1%	-3%	1%	-26%	1%	-6%	5%	-14	1%
Cn1c(C(=O)NCCN2CCOCC2)cc2c(=O)n(C)c3ccccc3c21	-6%	-32%	-1%	-3%	0%	3%	1%	-8%	2%	4	-1%
COc1ccc(CCn2c(C)nc3c(c(=O)c4ccccc4n3C)c2=O)cc1	-7%	-15%	-39%	-15%	-4%	-6%	2%	-10%	-20%	27	-19%
COc1ccc2cc(C(=O)Nc3ccc(F)cc3)sc(=O)c2c1OC	7%	40%	-15%	?	1%	2%	8%	-1%	-1%	-6	-2%
CCN(CC)C(=O)Cn1cc(C(=O)C(=O)Nc2ccc3c(c2)OCCO3)c2ccccc21	?	8%	114%	39%[activator]	30%	-1%	2%	?	1%	-8	3.4µM*
COc1ccc(-c2nc(CN3CCN(C(=O)c4ccco4)CC3)c(C)o2)c(OC)c1C	-3%	?	-36%	-21%	-1%	-8%	3%	6%	-4%	-24	-3%
CCOC(=O)c1ccc(-n2c(C)nc3ccc(Br)cc3c2=O)cc1	-2%	-2%	-4%	nt	0%	-7%	-6%	-8%	-2%	1	3%
CC1(C)CN2C(=S)N(c3ccccc3)C(c3ccccc3)N2C1 (centres undefined)	-7%	?	0%	3%	-3%	3%	1%	-1%	-1%	18	8%
COCCCNc1nc2nonc2nc1N1CCN2CCCC2C1 (centres undefined)	-2%	6%	25%	nt	-3%	1%	6%	-2%	-4%	8	0%
Cc1cccc(N2CCN(S(=O)(=O)c3ccc4c(c3)CCC(=O)N4)CC2C)c1 (centres undefined)	-11%	?	-26%	24%	0%	0%	?	nt	3%	-8	0%
CCn1c(=O)cc(C(=O)OC)sc1=Nc1ccc(F)c(F)c1	-4%	22µM*	-64%	-1%	-5%	-1%	?	-16%	-15%	-10	0%
Cn1c(C(=O)NCCN2CCc3ccccc3C2)cc2c(=O)[nH]c3ccccc3c21	1%	1%	-26%	-23%	-1%	-2%	-12%	-24%	-2%	6	5%
Cc1c(C(=O)Nc2ccccn2)oc2c(Cl)cccc12	13%	nt	-52%	nt	5%	5.2µM*	nt	17%	nt	-19	?
CCC1=C(c2ccc(C)cc2)S(=O)(=O)N=C1N1CCC(C(=O)NCCCN2CCCCC2)CC1	-4%	0%	-5%	6%	-2%	-1%	1%	5%	nt	6	-2%
CCN(CC)CCNC(=O)Cn1c(=O)c2cccn2c2ccc(F)cc21	-2%	-14%	31%	-16%	3%	6%	3%	0%	nt	-5	-1%
COc1ccccc1Nc1nc(N)nc(CSC(=S)N2CCCCC2C)n1 (centres undefined)	-6%	7.9µM*	27%	-12%	-3%	3%	7.1µM*	?	21%	3	?
Cc1[nH]nc(SCC(=O)N2CCCCCC2)c1[N+](=O)[O-]	23%	-2%	7.9µM*	6%	1%	7%	15%	7%	0%	?	?
CC1CCCN(C(=O)CN2C(=O)CSc3ccc(S(=O)(=O)N4CCOCC4)cc32)C1 (centres undefined)	3%	-7%	1%	2%	0%	1%[9.26 µM]	1%	12%	nt	-19	-1%

In a second layout: results already given.
molecule: Cc1c(C(=O)Nc2ccccn2)oc2c(Cl)cccc12
- Rab9 prom act = 13%
- RORg inh = nt
- BRCA1 expr act = -52%
- Menin MLL FP TR = nt
- NPC1 promoter act = 5%
- ELG1 genotoxic = 5.2µM*
- Gal4-VP16 FLuc = nt
- p53 reactivation = 17%
- PKM2 activator = nt
- Giardia kill = -19
- FLuc modulator = ?
molecule: CCC1=C(c2ccc(C)cc2)S(=O)(=O)N=C1N1CCC(C(=O)NCCCN2CCCCC2)CC1
- Rab9 prom act = -4%
- RORg inh = 0%
- BRCA1 expr act = -5%
- Menin MLL FP TR = 6%
- NPC1 promoter act = -2%
- ELG1 genotoxic = -1%
- Gal4-VP16 FLuc = 1%
- p53 reactivation = 5%
- PKM2 activator = nt
- Giardia kill = 6
- FLuc modulator = -2%

Additional structures:
Molecule	Rab9 prom act	RORg inh	BRCA1 expr act	Menin MLL FP TR	NPC1 promoter act	ELG1 genotoxic	Gal4-VP16 FLuc	p53 reactivation	PKM2 activator	Giardia kill	FLuc modulator
CCCS(=O)(=O)c1nc(S(=O)(=O)c2ccc(C)cc2)c(NCc2ccccn2)s1	-8%	24%	-23%	4%	-1%	4%	14%	0%	5%	-6	-3%
Cc1nc(SCc2ccccc2F)c2oc3ccccc3c2n1	0%	-20%	-5%	nt	-2%	-11%	-2%	-1%	?	25	-18%
CN(Cc1c(F)cccc1Cl)c1nnnn1-c1ccccc1	3%	34%	1%	-18%	2%	-5%	-7%	-8%	19%	8	2%
COc1cc(C(=O)NCCN2CCCC2)cc(OC)c1OC	-3%	-18%	-2%	0%	-1%	0%	-3%	0%	-3%	10	0%
CC1(CC(=O)N/N=C/c2cc3c(cc2Br)OCO3)OCCO1	0%	-16%	-16%	-15%	1%	3%	0%	2%	1%	-10	-19%
CC(C)CCNC(=O)CCCCn1c(=O)[nH]c2ccsc2c1=O	2%	16%	-7%	1%	2%	0%	-17%	6%	5%	-12	0%
O=C(O)CN1C(=O)/C(=C\c2ccccc2OCc2ccc(F)cc2)SC1=S	-2%	-2%	14%	45%[activator]	1%	2%	3%	-1%	nt	20	0%

A few values from above:
`CCCS(=O)(=O)c1nc(S(=O)(=O)c2ccc(C)cc2)c(NCc2ccccn2)s1` in p53 reactivation shows 0%
`CC(C)CCNC(=O)CCCCn1c(=O)[nH]c2ccsc2c1=O` in ELG1 genotoxic shows 0%
`O=C(O)CN1C(=O)/C(=C\c2ccccc2OCc2ccc(F)cc2)SC1=S` in ELG1 genotoxic shows 2%
